KOR beta-arrestin-1: kappa opioid receptor blockers – cell-based, luminescence, uHTS (AID 1778); KOR beta-arrestin recruitment, luminescence, antagonist mode; higher % means a stronger effect; inhibition, % at 10 µM, or IC50 in µM where a hit was titrated; hit rate 0.091% among 290,000; note: strong numbers were not always called active
HIV fusion peptide: cell-free HIV fusion peptide-binding blockers – biochemical, uHTS, fluorescence dequenching, primary screen (AID 1986); cell-free peptide binding, fluorescence dequenching, 30 min; higher % means a stronger effect; one-dose inhibition, % at 20 µM; IC50 in µM for titrated hits; hit rate 0.3% among 290,000; in the data active = inhibition mostly above about 52%, no sharp cut-off; inactive = mostly below about 76%; note: some results filed as inactive read as strong as hits
GPR55 antagonists: GPR55 antagonists blocking LPI-driven arrestin recruitment, primary screen, imaging, U2OS, beta-arrestin-GFP, LPI agonist (AID 2013) | U2OS GPR55 beta-arrestin-GFP translocation imaging, LPI antagonism; higher % means a stronger effect | hit rate 0.13% among 290,000 | inhibition, % at 10 µM; hits with a dose series show IC50 in µM;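 active = spots per cell inhibited over 60%, with over 100 cells counted and total cytoplasm intensity under 500,000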;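 note: U2OS cells stably carrying GPR55 and arrestin-GFP stimulated by 5 µM LPI near EC80; imaged beta-arrestin-GFP aggregate spots per cell after agonist stimulation; plate controls were LPI-stimulated DMSO wells for no effect and DMSO wells without LPI for full effect; some results filed as inactive read as strong as hits; confirmed hits need IC50 under 10 µM and bright autofluorescent wells are also inconclusive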
Large T inhibition: SV40 large T antigen inhibitors, biochemical (AID 1903). one-dose inhibition, % at 20 µM; IC50 in µM for titrated hits. SV40 large T antigen ATPase/helicase inhibition assay; higher % means a stronger effect. hit rate 0.39% among 310,000; in the data active = a potency from the dose series; note: strong numbers were not always called active
NOD1 inhibition: NOD1 signaling inhibitors, primary screen, cell-based, luminescence, uHTS (AID 1578) | NOD1-driven NF-kB luciferase reporter cells, luminescence; higher % means a stronger effect | inhibition, % at 4 µM, or EC50 in µM where a hit was titrated | hit rate 1% among 290,000; in the data active = inhibition mostly above about 36%, no sharp cut-off; inactive = mostly below about 34%;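 note: HEK-293T reporter cells stimulated with the NOD1 agonist gamma-tri-DAP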
KOR beta-arrestin-2: kappa opioid receptor activators – cell-based, luminescence, uHTS, primary screen (AID 1777). KOR beta-arrestin recruitment, luminescence; higher % means a stronger effect. activation, % at 10 µM, or EC50 in µM where a hit was titrated. hit rate 0.02% among 280,000; in the data active = activation above about 50%, passing the limit was not always enough; note: a part of the inactive calls stands beside numbers as strong as those of hits
NOD2 inhibition: inhibition of NOD2-driven NF-kB reporter – cell-based, luminescence, uHTS, HEK293 (AID 1566) | HEK293 NOD2/NF-kB luciferase reporter, luminescence; higher % means a stronger effect | inhibition, % at 4 µM, or EC50 in µM where a hit was titrated | hit rate 0.63% among 290,000; note: many of its hits are not listed in these tables
Rac1 GTP hydrolysis: MgcRacGAP GTPase-activating activity inhibitors, confirmation, biochemical, ADP Hunter fluorescence | hit rate 0.6% among 340,000 | inhibition, % at 30 µM; hits with a dose series show IC50 in µM | MgcRacGAP-stimulated Rac1 GTP hydrolysis, ADP Hunter fluorescence; higher % means a stronger effect; GST-tagged Rac1 F28L mutant substrate | AID 624330;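 active = first-screen hits whose inhibition reached a set limit at any dose in the follow-up dose series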;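 note: fluorescence reports GDP produced by GAP-driven GTP hydrolysis; strong numbers were not always called active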
GPR55 activation: selective activators of receptor GPR55 – imaging, U2OS cells, beta-arrestin-GFP redistribution, primary screen (AID 1961). U2OS GPR55 beta-arrestin-GFP redistribution imaging; higher % means a stronger effect. hit rate 0.048% among 290,000. activation, % at 10 µM, or EC50 in µM where a hit was titrated;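 active = activation above 40% with more than 50 cells counted in the well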;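 note: U2OS osteosarcoma cells stably expressing GPR55 and beta-arrestin-GFP; plate controls were DMSO negative control for no effect and LPI positive control for full effect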
Active calls of the source: *; . = no result given; [ ] = dose if it differs, or a comment. Cut-off read from the data, not from the text of the source, unless noted: active = inhibition above about 50%; inactive = the rest.

nr	smiles	KOR beta-arrestin-1	HIV fusion peptide	GPR55 antagonists	Large T inhibition	NOD1 inhibition
1	O=C(COc1cccc(F)c1)Oc1ccc(C(=O)c2ccccc2)cc1	28%	-1.9%	11%	32%	-1%
2	O=S(=O)(c1ccc(Cl)s1)N1CCCc2cccc(O)c21	-14%	-0.2%	3%	2%	-59%
3	Cc1cccc(OCCc2c(C)[nH]c(=S)[nH]c2=O)c1	8%	-1.2%	7%	23%	-15%
4	COC(=O)C1CCCCN1C(=O)c1cc(COc2cccc3cccnc23)on1 (configuration not stated)	-2%	-1.5%	12%	-1%	-35%
5	Cc1cc2c(nc1C)CCCN2C[C@@H](C)O/N=C1/[C@H]2CCn3c(=O)n(-c4ccccc4)c(=O)n3[C@H]2[C@H](O)[C@@H]2O[C@H]12	16%	6.3%	-2%	23%	-35%
6	CCC1CN(C(=O)NCc2ccccc2)c2cc(C)ccc2O1 (configuration not stated)	-21%	-0.8%	17%	1%	-2%
7	Cc1cc(OCC(=O)NCC(C)C)cc(C)c1Br	-41%	0.6%	8%	15%	-3%
8	Cc1ccc(C)c(N2CCN(C(=O)CCn3c(=S)[nH]c4cc5c(cc4c3=O)OCO5)CC2)c1	-13%	1.5%	3%	-1%	-3%

nr	KOR beta-arrestin-2	NOD2 inhibition	Rac1 GTP hydrolysis	GPR55 activation
1	-1.6%	4%	11%	-0.3%
2	-5.0%	-70%	5%	-0.1%
3	-4.8%	10%	6%	0.1%
4	4.1%	-1%	10%	0.6%
5	-0.4%	10%	.	-0.3%
6	-4.6%	10%	6%	0.0%
7	3.6%	-25%	15%	0.8%
8	2.2%	2%	8%	-0.4%

The listing continues.
nr	smiles	KOR beta-arrestin-1	HIV fusion peptide	GPR55 antagonists	Large T inhibition	NOD1 inhibition
9	O=C(Nc1ccc(NC(=O)c2ccc3c(c2)OCCO3)cc1)c1ccccc1	-7%	0.4%	-10%	46%	-19%
10	CN(C(=O)Nc1ccc(Cl)cc1Cl)C1CCCC1	-18%	1.1%	23%	3%	-45%
11	O=C(Nc1nc2c(F)cc(F)cc2s1)c1ccco1	-20%[20 µM]	-0.5%	-3%	3%	-4%
12	N/C(=N\OC(=O)c1ccco1)c1ccccn1	-8%[20 µM]	-1.4%	9%	17%	-27%
13	CCCCNC(=O)Nc1ccccc1Br	-41%	0.0%	2%	3%	-45%
14	COc1cc2cc(C)c(SCC(=O)N3CCOCC3)nc2cc1OC	0%	-0.8%	1%	4%	-8%
15	O=C(COC(=O)CN1C(=O)C2CCCCC2C1=O)NC1CCS(=O)(=O)C1 (configuration not stated)	-14%	0.5%	0%	7%	-19%
16	Oc1c(C=C2N=c3ccccc3=N2)sc(=S)n1C1CCCC1	39%	23%	8%	6%	-37%

nr	KOR beta-arrestin-2	NOD2 inhibition	Rac1 GTP hydrolysis	GPR55 activation
9	-4.6%	14%	1%	-0.1%
10	-3.0%	-56%	0%	0.1%
11	-5.5%	-109%	7%	0.0%
12	.	-41%	7%	-0.1%
13	4.6%	-16%	5%	-0.5%
14	-11%	4%	4%	-0.2%
15	2.5%	18%	8%	-0.3%
16	16%	-2%	5%	-0.2%

Later entries:
nr	smiles	KOR beta-arrestin-1	HIV fusion peptide	GPR55 antagonists	Large T inhibition	NOD1 inhibition
17	Cc1cccc(N2CC34C=CC(O3)C(C(=O)O)C4C2=O)c1 (configuration not stated)	6%	4.2%	27%	-2%	-20%
18	CC(C)NC(=O)c1cc(-c2ccco2)on1	12%	-0.6%	10%	-1%	-1%
19	C#CCOC(=O)CCCC(=O)NCCCCCCCC	-4%	-1.9%	-2%	-7%	-37%
20	COC(=O)c1cc(-c2cccc(OC)c2)on1	-12%	2.6%	-5%	7%	-25%
21	O=C(COc1ccccc1)N=C1SC2CS(=O)(=O)CC2N1c1ccccc1F (configuration not stated)	-29%	-0.6%	-7%	-6%	-14%
22	CS(=O)(=O)Cc1ccc(C(=O)Nc2cccc(-c3nc4ccccc4[nH]3)c2)cc1	20%	-3.2%	4%	-2%	1%
23	Cc1ccc(C(C)NC(=O)c2ccco2)cc1C (configuration not stated)	-2%	-1.6%	-6%	3%	-8%
24	CCCCCn1c(=O)[nH]c2cc(C(=O)NCc3ccco3)ccc2c1=O	0%	1.7%	6%	3%	4%

nr	KOR beta-arrestin-2	NOD2 inhibition	Rac1 GTP hydrolysis	GPR55 activation
17	0.8%	-3%	9%	0.3%
18	0.2%	-32%	-4%	-0.1%
19	-0.3%	9%	-56%	0.5%
20	3.6%	-13%	2%	-0.1%
21	2.6%	10%	9%	-0.1%
22	-2.0%	-1%	8%	-0.2%
23	-2.5%	14%	16%	-0.1%
24	0.5%	14%	7%	-0.1%

(list continues)
nr	smiles	KOR beta-arrestin-1	HIV fusion peptide	GPR55 antagonists	Large T inhibition	NOD1 inhibition
25	CC(NC(=O)c1ccc(F)cc1)c1ccc2c(c1)CCCC2 (configuration not stated)	1%	-1.5%	22%	-1%	.
26	O=C(NCCNCc1cccs1)c1ccccc1F	-5%	0.6%	-1%	2%	-28%
27	CCN(C(=O)CCS(=O)(=O)c1cccc2nonc12)c1ccc(C)c(C)c1	3%	-1.2%	17%	7%	-16%
28	O=C(O)c1ccc(Oc2cccc([N+](=O)[O-])c2)cc1C(=O)O	23%	2.0%	-2%	-2%	8%
29	CC1CCCCC1NC(=O)CSc1nnc(CC(=O)Nc2ccccc2F)n1C (configuration not stated)	-9%	0.0%	8%	5%	-38%
30	COc1ccc2nc(Nc3nc(CSc4nnnn4-c4ccccc4)cc(=O)[nH]3)nc(C)c2c1	-14%	0.2%	6%	9%	54%
31	O=C(O)c1ccccc1SCC(=O)N1CCCCC1	7%	-2.2%	6%	9%	-9%
32	CN(CCC(=O)Nc1ccc2c(c1)OCO2)Cc1ccccc1	-5%	0.4%	1%	6%	-26%

nr	KOR beta-arrestin-2	NOD2 inhibition	Rac1 GTP hydrolysis	GPR55 activation
25	-1.2%	7%	11%	-0.1%
26	6.7%	-13%	15%	0.2%
27	-1.8%	-15%	3%	0.2%
28	2.2%	6%	-1%	-0.1%
29	-2.9%	10%	6%	0.2%
30	2.0%	20%	9%	-0.1%
31	-4.4%	1%	13%	0.0%
32	3.8%	-6%	12%	-0.1%

The list goes on.
nr	smiles	KOR beta-arrestin-1	HIV fusion peptide	GPR55 antagonists	Large T inhibition	NOD1 inhibition
33	CCOc1ccc(N2C(=O)CC(NC3CCN(C(=O)c4cccs4)CC3)C2=O)cc1 (configuration not stated)	-15%	-0.4%	-21%	6%	-27%
34	COC(=O)C(Cc1cnc(Cl)s1)(C(=O)OC)c1ccc([N+](=O)[O-])cc1[N+](=O)[O-]	15%	0.6%	2%	8%	-2%
35	CCCC(C)NC(=O)c1cccc(Oc2ccccc2)c1 (configuration not stated)	14%	-2.4%	7%	6%	22%
36	COc1cc(-c2c(C#N)c(N)nc3c2CCCC3)ccc1O	-8%	-1.5%	18%	35%	-12%
37	CC(c1nccs1)N(C)C(=O)CCc1nnc(-c2ccc(-c3ccccc3)cc2)o1 (configuration not stated)	-8%	0.1%	2%	11%	-44%
38	Nc1nonc1/C(=N/O)N1CCN(CCO)CC1	29%	0.4%	1%	8%	-4%
39	COc1ccccc1CNC(=O)C(NS(=O)(=O)c1cccc2nsnc12)C(C)C (configuration not stated)	6%	0.5%	-36%	4%	5%
40	CCN(CC)C(=O)c1ccc2c(c1)N(Cc1ccccc1)C(=O)CS2=O (configuration not stated)	16%	-0.9%	-10%	1%	-17%

nr	KOR beta-arrestin-2	NOD2 inhibition	Rac1 GTP hydrolysis	GPR55 activation
33	0.1%	7%	10%	0.2%
34	-2.7%	-9%	6%	0.0%
35	3.1%	-32%	2%	-1.1%
36	0.1%	17%	24%	-0.1%
37	-0.8%	-2%	11%	0.0%
38	-0.2%	4%	6%	-0.2%
39	0.6%	10%	-6%	1.1%
40	-4.0%	0%	7%	0.3%

Individual results from the results shown:
#21 – NOD1 inhibition: -14%
#30 – KOR beta-arrestin-2: 2.0%
#3 – KOR beta-arrestin-1: 8%
#25 – KOR beta-arrestin-2: -1.2%

4 compounds from above, ordered by number of heavy atoms, largest number first:
nr	smiles	KOR beta-arrestin-1	HIV fusion peptide	GPR55 antagonists	Large T inhibition	NOD1 inhibition
33	CCOc1ccc(N2C(=O)CC(NC3CCN(C(=O)c4cccs4)CC3)C2=O)cc1 (configuration not stated)	-15%	-0.4%	-21%	6%	-27%
34	COC(=O)C(Cc1cnc(Cl)s1)(C(=O)OC)c1ccc([N+](=O)[O-])cc1[N+](=O)[O-]	15%	0.6%	2%	8%	-2%
36	COc1cc(-c2c(C#N)c(N)nc3c2CCCC3)ccc1O	-8%	-1.5%	18%	35%	-12%
38	Nc1nonc1/C(=N/O)N1CCN(CCO)CC1	29%	0.4%	1%	8%	-4%

nr	KOR beta-arrestin-2	NOD2 inhibition	Rac1 GTP hydrolysis	GPR55 activation
33	0.1%	7%	10%	0.2%
34	-2.7%	-9%	6%	0.0%
36	0.1%	17%	24%	-0.1%
38	-0.2%	4%	6%	-0.2%

(continued)
nr	smiles	KOR beta-arrestin-1	HIV fusion peptide	GPR55 antagonists	Large T inhibition	NOD1 inhibition
41	CCOc1ccc2c(=O)c(-c3ccc4c(c3)OCCCO4)c(C)oc2c1	-2%	0.5%	1%	12%	-4%
42	O=C(CCn1cnnn1)Nc1cccc(F)c1	-14%	-0.7%	-4%	23%	-39%
43	Cc1cccc(NC(=S)NC(=O)Cc2ccccc2)c1C	-77%[20 µM]	1.8%	-4%	7%	33%
44	O=C(CCC(=O)Nc1ccccc1Cl)NNS(=O)(=O)c1ccc(Cl)cc1	5%	-0.1%	-2%	27%	-41%
45	CN1CCN(C(=O)C2=C[C@@H](c3csc4ccccc34)C[C@@H](OCc3ccc(CO)cc3)O2)CC1	5%	-0.8%	-6%	7%	10%
46	Cc1cc(C)c(C)c(OCCOCCN2CCOCC2)c1	-28%	2.8%	23%	7%	-18%
47	c1ccc(-c2n[nH]c3ccccc23)cc1	-93%	-0.6%	-20%	-1%	-2%
48	O=C(c1ccc2c(c1)OCCO2)C1CCN(S(=O)(=O)c2cccc(F)c2)CC1	.	-1.2%	-6%	12%	-5%
49	COc1ccc(Cl)cc1NC(=O)CSC1=NN2CCCC(=O)N=C2S1	-12%	-0.9%	0%	1%	-14%
50	Cc1ccc(C(=O)Nc2ccccc2C(=O)NC(Cc2ccccc2)C(=O)O)cc1 (configuration not stated)	-98%[20 µM]	8.0%	8%	14%	-47%
51	CN(C(=O)CCc1nnc(CCCCc2ccccc2)o1)C1CCOCC1	-41%[20 µM]	1.0%	3%	5%	-22%

nr	KOR beta-arrestin-2	NOD2 inhibition	Rac1 GTP hydrolysis	GPR55 activation
41	-2.2%	7%	10%	-0.2%
42	0.6%	-1%	2%	-0.5%
43	-1.9%	8%	4%	-0.1%
44	-2.8%	-2%	5%	-0.1%
45	-1.4%	14%	12%	-0.2%
46	-1.4%	-3%	6%	-0.3%
47	7.3%	-5%	-1%	0.6%
48	-1.2%	-13%	7%	0.4%
49	-0.7%	24%	9%	.
50	1.4%	2%	3%	0.2%
51	.	4%	3%	0.3%

Source: PubChem BioAssay

Not all compounds are listed (hit frequency here may not be typical).
